# High-throughput results as filed in PubChem BioAssay.
# ERAP1 inh – human ERAP1 aminopeptidase inhibitors, primary screen, biochemical, single point, plate reader. Endoplasmic reticulum aminopeptidase 1 (Homo sapiens), Q9NZ08. inhibition, % at 10.7 µM. hit rate 0.15% among 340,000. recombinant ERAP1, Leu-AMC fluorescence, 60 min;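 active = mean replicate inhibition of at least 30%, or all replicates individually reaching that 30% level; inactive = mean below 30% and not every replicate reaching it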;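 note: 0% = neutral control wells and 100% = L-leucinethiol positive control wells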
# miR122 inh – miR-122 Renilla sensor signal increase in Huh7, primary screen, miR-122 inhibitor project, cell-based, single point, plate reader; hit rate 0.3% among 340,000; activation (reporter increase), % at 12.5 µM; AID 602342, 2012; Huh7 miR-122 Renilla luciferase sensor, 48 h; neutral wells = 0, positive control = 100;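 active = mean replicate activation score at least 90 and every replicate individually at or above 90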;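 note: higher luciferase means less miR-122 activity so hits act as miR-122 inhibitors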
# E-selectin induc – E-selectin induction in HUVECs, primary screen, imaging, HUVEC, immunofluorescence imaging, single point | activation, % at 7.58 µM | hit rate 0.37% among 260,000 | normalized: neutral wells 0, TNF-alpha wells 100;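 active = mean E-selectin-positive cell signal at least 10% of the positive control, reached in at least 60% of replicates, without over 20% cell loss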;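 note: in these data hits start at about 27%; measured in HUVEC primary endothelial cells; signal is the percent of cells scored E-selectin positive by PE staining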
# Target sequence (P16581 whole entry, looked up): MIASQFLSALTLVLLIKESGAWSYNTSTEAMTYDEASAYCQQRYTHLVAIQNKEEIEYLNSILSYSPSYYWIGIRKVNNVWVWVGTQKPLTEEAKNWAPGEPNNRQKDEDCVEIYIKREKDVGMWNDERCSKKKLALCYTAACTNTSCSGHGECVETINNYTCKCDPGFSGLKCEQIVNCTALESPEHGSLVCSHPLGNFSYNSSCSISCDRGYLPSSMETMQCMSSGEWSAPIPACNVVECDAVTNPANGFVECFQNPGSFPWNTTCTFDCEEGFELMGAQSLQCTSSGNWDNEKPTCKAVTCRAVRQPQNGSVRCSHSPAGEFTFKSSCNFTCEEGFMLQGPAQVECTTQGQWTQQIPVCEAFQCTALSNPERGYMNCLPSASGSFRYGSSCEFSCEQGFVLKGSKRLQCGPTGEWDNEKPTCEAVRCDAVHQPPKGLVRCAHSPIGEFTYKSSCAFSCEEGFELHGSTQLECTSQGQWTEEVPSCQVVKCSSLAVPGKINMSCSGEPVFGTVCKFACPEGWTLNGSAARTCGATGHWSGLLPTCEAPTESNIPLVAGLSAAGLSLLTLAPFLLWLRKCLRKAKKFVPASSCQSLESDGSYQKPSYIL
#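 Test system – human umbilical vein endothelial cells (HUVEC), E-selectin induction · Input – 3,000 HUVEC seeded per well · Buffer or medium – EGM-2, gelatin · Compound dosing – single-point compound dose · Detection – immunofluorescence imaging · Measure – percent E-selectin-positive cells · Controls – TNF-alpha high, DMSO low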
# Cneo AK release – Cryptococcus neoformans cell lysis inducers, primary screen, AK release luminescence, single concentration | C. neoformans lysis, adenylate kinase release luminescence, 4 h; normalised: neutral wells 0, clomiphene wells 100 | AID 651654, 2012 | lysis activity, % at 15 µM | hit rate 0.2% among 360,000;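 active = mean lysis activity across replicates of at least 80%, whatever share of replicates individually reach that level; inactive = mean lysis activity below 80%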
#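 read-out = cell lysis signal | test system = log-phase Cryptococcus neoformans yeast cells | input = cells at 5 × 10^6 per mL | medium = fresh YPD growth medium | signal = luminescent adenylate kinase detection reagent | timing = 4 h at 37 °C static, read 1 h later | dosing = single dose | controls = Clomiphene as positive lysis control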
# RAD52 anneal inh – RAD52 DNA annealing inhibitors, primary screen, biochemical, FRET, single point, set 2. hit rate 0.46% among 360,000. inhibition, % at 18.7 µM. DNA repair protein RAD52 homolog (Homo sapiens), P43351. recombinant RAD52 DNA annealing, FRET fluorescence;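 active = every replicate showing at least 50% inhibition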
# Target sequence (P43351 whole entry, looked up): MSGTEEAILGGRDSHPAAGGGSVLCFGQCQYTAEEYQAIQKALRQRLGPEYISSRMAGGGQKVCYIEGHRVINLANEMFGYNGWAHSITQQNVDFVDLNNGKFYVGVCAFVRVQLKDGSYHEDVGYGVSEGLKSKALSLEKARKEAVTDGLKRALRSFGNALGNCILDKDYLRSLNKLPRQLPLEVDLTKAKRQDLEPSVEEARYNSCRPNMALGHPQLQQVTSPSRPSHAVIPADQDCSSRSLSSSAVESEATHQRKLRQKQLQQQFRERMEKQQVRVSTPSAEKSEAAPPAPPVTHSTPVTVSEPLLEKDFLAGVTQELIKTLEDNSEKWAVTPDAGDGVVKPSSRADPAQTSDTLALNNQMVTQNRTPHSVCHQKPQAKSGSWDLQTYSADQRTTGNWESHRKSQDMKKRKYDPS
# PglD DTNB – C. jejuni PglD acetyltransferase inhibitors, primary screen, biochemical, DTNB colorimetric, single point. hit rate 0.098% among 360,000. purified PglD enzyme, DTNB colorimetric CoA detection. inhibition, % at 12.5 µM; in the data active = inhibition above about 16%, passing the limit was not always enough; note: strong numbers were not always called active
# PGC1a acetyl inh – inhibitors of PGC1a acetylation signal, primary screen, cell-based, U2OS, AlphaScreen, inhibitor mode. inhibition, % at 15.6 µM. AlphaScreen anti-acetyl-lysine; with virally co-expressed GCN5 acetyltransferase. AID 651687, 2012. hit rate 0.17% among 350,000;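 active = every replicate shows inhibition of at least 40%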;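 note: 0% = neutral control wells and 100% = positive control wells; some results beyond the cut were filed as inactive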
# RAD54 inh – inhibitors of human RAD54 branch migration, primary screen, biochemical, fluorescence, single point; DNA repair and recombination protein RAD54-like (Homo sapiens), Q92698; RAD54 Holliday junction branch migration, FAM/BHQ fluorescence; inhibition, % at 10.4 µM; hit rate 0.14% among 360,000;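 active = mean normalized replicate activity at least 40 and at least half of replicates scoring 40 or more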;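 note: 0% = median of neutral control wells and 100% = median of positive control wells; inhibitors cause a drop in the FAM fluorescence signal; in these data hits start at about 50%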
# Numbers without * were called inactive; . = not tested or not shown; [ ] = remark or other dose.
SMILES,ERAP1 inh,miR122 inh,E-selectin induc,Cneo AK release,RAD52 anneal inh,PglD DTNB,PGC1a acetyl inh,RAD54 inh
C[C@@H]1CN([C@@H](C)CO)C(=O)Cc2cc(NC(=O)CCN3CCOCC3)ccc2O[C@H]1CN(C)C,1.2,-4.4[16.7 µM],.,1.1,-4.1,-11.3,0.0,-16.8
O=C(N[C@H]1CC[C@H](CCNS(=O)(=O)c2ccc(F)cc2)O[C@@H]1CO)c1ccccn1,-2.5,.,-0.3,-4.5,-18.8,1.8,10.5,-3.7
O=C(NCCc1nc2ccccc2[nH]1)c1cc([N+](=O)[O-])cc([N+](=O)[O-])c1,.,5.1,.,0.2,.,-1.1,5.1,5.2
C[C@@H]1CCCCO[C@H](CN(C)C(=O)CCCN(C)C)[C@@H](C)CN([C@H](C)CO)C(=O)c2cc(NS(=O)(=O)c3ccc(F)cc3)ccc2O1,-0.3,-3.4[16.7 µM],-0.3,-0.9,-5.2,0.7,5.9,10.7
COc1cccc(-c2cc3nc(NCCN4CCCC4)n(C)c(=O)c3s2)c1,-5.1,-3.2,-0.1,-1.4,89.0*,-2.1,.,69.8*
C1=C(CCNc2nnnn2-c2ccccc2)CCCC1,.,-11.3,.,-0.4,.,-3.7,8.0,-2.4
C[C@H](CO)N1C[C@H](C)[C@H](CN(C)Cc2ccc(Cl)c(Cl)c2)Oc2ccc(N(C)C)cc2C1=O,-2.6,3.5[16.7 µM],0.5,-2.3,-0.9,-1.4,0.8,-3.2
C[C@H]1CN([C@@H](C)CO)C(=O)c2cc(NC(=O)Nc3ccc4c(c3)OCO4)ccc2O[C@@H]1CN(C)S(=O)(=O)c1ccc(Cl)cc1,-0.5,6.2[16.7 µM],-0.1,0.9,3.3,3.0,3.1,-5.5
Cc1ccc(C)c(OCC(=O)N2CCc3ccccc3C2)c1,-1.9,0.8,3.6,-0.8,-11.9,2.6,-6.6,12.1
O=C(Nc1cccnc1)C1CCCN(S(=O)(=O)c2ccccc2)C1 (stereo not given),.,-1.6,.,-1.1,.,-5.5,8.7,0.4
CNC[C@@H]1Oc2ncc(C#CCC3CCCC3)cc2C(=O)N([C@H](C)CO)C[C@H]1C,1.1,-12.7[16.7 µM],.,-2.9,13.5,4.7,-6.1,-8.5
C[C@H]1CN([C@@H](C)CO)C(=O)c2cc(NS(=O)(=O)c3ccc(Cl)cc3)ccc2O[C@@H]1CN(C)Cc1ccccc1,1.1,16.3[16.7 µM],.,1.2,12.8,-3.1,4.9,2.8
CN(CCn1ccnc1)C(=O)CC1C(=O)NCCN1Cc1ccccc1C(F)(F)F (stereo not given),1.8,-2.8,1.7,-3.4,-12.3,1.1,-7.7,-0.1
CCOC(=O)c1[nH]c(C)c(C(=O)Nc2cccc(Cl)c2C)c1C,.,23.0,.,0.3,.,1.1,1.0,7.1
C[C@@H]1CN([C@@H](C)CO)C(=O)c2cccc(NC(=O)C3CCCCC3)c2O[C@@H]1CN(C)C,-1.0,-0.1[16.7 µM],-0.2,-2.0,-14.1,-1.7,20.9,2.7
C[C@@H]1CN([C@H](C)CO)C(=O)c2cccc(NC(=O)c3nc4ccccc4s3)c2O[C@H]1CN(C)S(C)(=O)=O,-0.4,-1.1[16.7 µM],.,-0.3,-6.1,3.4,-0.1,-1.1
Cc1ccc(S(=O)(=O)NNC(=O)c2c(O)c3ccccc3[nH]c2=O)cc1,1.5,-6.2,.,2.2,-8.6,-1.7,-13.0,2.8
CCCN1CCN(C(=O)c2cc(COc3ccc(F)cc3F)on2)CC1,2.7,-1.6,.,-1.9,-13.9,3.3,.,-3.6
O=c1nc2ccccc2c2n1CC(CN1CCN(Cc3ccccc3)CC1)N2 (stereo not given),.,-0.8,.,-2.4,.,-6.3,-5.7,-0.2
COC(=O)COc1ccc2c(-c3cccc([N+](=O)[O-])c3)cc(=O)oc2c1,.,-7.2,.,-0.4,.,1.8,1.0,-9.8
O=C(CCNc1ccc(Br)cc1)c1cccc([N+](=O)[O-])c1,3.3,.,-0.2,.,-3.7,.,3.5,.
Cn1c(=O)c2c(nc(-n3ccnc3)n2Cc2ccc([N+](=O)[O-])cc2)n(C)c1=O,.,-10.6,.,-1.6,.,0.5,2.4,-6.4
Cc1ccc(C(=O)Nc2ccc(S(=O)(=O)N3CCCC3)cc2)s1,3.9,0.4,0.1,.,-1.7,.,8.9,.
CC1CCCN(C(=O)Cn2nnc(-c3ccc([N+](=O)[O-])cc3)n2)C1 (stereo not given),-0.6,7.3,0.4,0.9,5.2,-1.5,6.5,1.6

# Some of these compounds in order of count of non-hydrogen atoms, low to high.
SMILES,ERAP1 inh,miR122 inh,E-selectin induc,Cneo AK release,RAD52 anneal inh,PglD DTNB,PGC1a acetyl inh,RAD54 inh
O=C(CCNc1ccc(Br)cc1)c1cccc([N+](=O)[O-])c1,3.3,.,-0.2,.,-3.7,.,3.5,.
CC1CCCN(C(=O)Cn2nnc(-c3ccc([N+](=O)[O-])cc3)n2)C1 (stereo not given),-0.6,7.3,0.4,0.9,5.2,-1.5,6.5,1.6
O=c1nc2ccccc2c2n1CC(CN1CCN(Cc3ccccc3)CC1)N2 (stereo not given),.,-0.8,.,-2.4,.,-6.3,-5.7,-0.2
C[C@@H]1CN([C@H](C)CO)C(=O)c2cccc(NC(=O)c3nc4ccccc4s3)c2O[C@H]1CN(C)S(C)(=O)=O,-0.4,-1.1[16.7 µM],.,-0.3,-6.1,3.4,-0.1,-1.1

# The list goes on:
SMILES,ERAP1 inh,miR122 inh,E-selectin induc,Cneo AK release,RAD52 anneal inh,PglD DTNB,PGC1a acetyl inh,RAD54 inh
CCN(CC)S(=O)(=O)c1cccc(C(=O)N[C@H](C(=O)NCc2ccccc2F)C(C)C)c1,.,-10.6,.,-0.4,.,-1.6,.,-6.0
C[C@H]1CN([C@@H](C)CO)C(=O)Cc2cc(NS(=O)(=O)c3ccc(F)cc3)ccc2O[C@H]1CN(C)S(=O)(=O)c1cccs1,-0.2,-0.2[16.7 µM],0.4,-0.5,-1.3,0.2,4.2,6.8
COc1ccc2c(c1)c(C(C)=O)c(C)n2CCc1ccc(OC)c(OC)c1,2.4,4.1,-0.1,1.9,-7.3,0.8,-5.7,3.1
Cc1ccc(C)c(C(C)NC(=S)NC2CCCCC2)c1 (stereo not given),-2.2,3.3,0.7,18.0,-29.2,0.1,2.2,0.7
Cc1cccc(CCN2CCN=C2N(C)C)c1,-0.9,.,-0.1,8.6,-4.5,3.2,.,-11.8
O=C(NCCNC(=O)c1ccco1)c1cccc(F)c1,.,-1.8,0.3,-4.6,.,5.3,-3.8,-1.2
C/C=C/c1cnc2c(c1)C(=O)N([C@@H](C)CO)C[C@H](C)[C@@H](CN(C)C(=O)c1ccc3c(c1)OCO3)O2,1.3,5.2[16.7 µM],0.5,8.0,-1.3,-1.1,-3.1,11.3
NC(=O)c1ccc(-c2nnn(CC(=O)N(C3CCCCC3)C3CCS(=O)(=O)C3)n2)cc1 (stereo not given),3.9,-7.5,.,2.3,-14.4,12.9,-3.4,6.4
Cc1cc(C)n2nc(CNS(=O)(=O)c3c(F)c(F)c(F)c(F)c3F)nc2n1,-1.3,-2.9,.,-5.3,-13.9,-2.3,-13.7,-4.6
Cc1ccc(S(=O)(=O)NCC[C@H]2CC[C@@H](NC(=O)c3cccnc3)[C@H](CO)O2)cc1,-0.7,.,0.4,6.3,-7.8,1.3,-4.0,-7.6
CC(C)(O)/C=C/C(=O)[C@](C)(O)C1[C@H](O)C[C@@]2(C)C3CC=C4C(C=C(O[C@@H]5O[C@H](CO)[C@@H](O)[C@H](O)[C@H]5O)C(=O)C4(C)C)[C@]3(C)C(=O)C[C@]12C (stereo not given in full),.,.,-0.2,11.7,0.1,6.0,.,6.6
O=C(Cc1ccncc1)N1CC(=O)N2[C@H](CO)[C@H](c3ccc(Br)cc3)[C@@H]2C1,-0.1,.,-0.1,.,-9.7,.,5.2,.
Cc1n[nH]c(=O)c2c(NC(=O)CSc3nncn3C(C)C)oc(C)c12,3.4,1.9,0.3,1.4,-11.9,-5.4,5.6,-2.6
CC1Cn2c(CCc3ccccc3)nnc2S1 (stereo not given),.,1.0,.,6.4,.,-0.4,2.5,1.0
Cc1cc(C)n2nc(C(=O)OCC(=O)Nc3cc(S(=O)(=O)N4CCOCC4)ccc3Cl)nc2n1,0.9,-8.4,-0.2,-0.8,-11.5,-0.3,-7.9,4.0
Cn1c(=O)c2[nH]c(=O)[nH]c2n(C)c1=O,-0.6,-0.2,.,0.5,-10.4,2.7,-6.4,-10.9
CC(C)CC#Cc1ccc2c(c1)O[C@@H](CN(C)C(=O)NC1CCCC1)[C@@H](C)CN([C@@H](C)CO)S2(=O)=O,3.6,3.3[16.7 µM],-0.4,0.5,22.3,-2.3,-10.0,-0.3
C(=C\c1ccccc1)/CN1CCN(C(c2ccccc2)c2nnnn2C2CCCC2)CC1 (stereo not given),1.7,1.3,-0.7,-10.4,-9.7,-6.7,17.9,1.0
COc1ccc(S(=O)(=O)N2CCC(NC(=O)c3cccnc3)CC2)cc1,-7.6,-5.2,.,-2.2,-10.9,0.6,-9.9,-1.1
COc1ccc(S(=O)(=O)N2CCOCC2)cc1NC(=O)CSc1nnc(C2CC2)n1N,-4.1,-2.5,4.0,.,-9.4,.,.,.
O=C1OC(N2CCN(C(=O)c3ccco3)CC2)c2ccccc21 (stereo not given),.,-8.0,.,0.9,.,-0.2,-4.1,-1.3
Cc1cc(Br)ccc1SCC(=O)OCC(=O)c1c(N)n(C)c(=O)n(C)c1=O,.,-0.2,0.4,.,-12.9,.,-0.8,.
C[C@H](CO)N1C[C@H](C)[C@@H](CN(C)C(=O)C2CCOCC2)Oc2ncc(-c3ccccc3)cc2C1=O,-0.2,-1.8[16.7 µM],0.0,-1.9,1.0,3.6,2.0,3.1
Cc1cc(C(=O)N2CCN(Cc3ccc4c(c3)OCO4)CC2)cs1,0.1,-0.5,.,-5.0,-3.9,-5.5,11.0,-6.0
C[C@H](CO)N1C[C@H](C)[C@H](CN(C)S(=O)(=O)c2cccs2)Oc2c(NS(=O)(=O)c3cn(C)cn3)cccc2C1=O,-0.7,6.0[16.7 µM],-0.1,-0.9,-5.1,-1.3,0.6,-3.0
CO[C@@H]1CN(C)C(=O)c2cc(NS(C)(=O)=O)ccc2OC[C@@H](C)N(CCC(F)(F)F)C[C@@H]1C,.,3.9[16.7 µM],-0.4,2.7,-4.5,0.3,-5.2,-1.7
CC1(c2ccccc2)NC(=O)N(NC(=O)CSc2n[nH]c(N)n2)C1=O (stereo not given),.,-2.2,-1.4,7.8,-7.7,1.4,-0.3,2.0
COc1cc2c(cc1OC)C(C(=O)Nc1ccccc1N1CCN(C)CC1)C1c3ccccc3CCN1C2=O (stereo not given),-3.0,0.1,6.8,.,-14.1,.,-9.2,.
COc1ccc(-c2csc(NC(C)=O)n2)cc1OC,.,-1.8,.,1.5,.,-6.1,-2.7,6.7
